TGFb inhibitor – blocks TGF-b signaling | HepG2 CAGA-GFP TGF-b/SMAD3 reporter, GFP fluorescence, 18 h; TGF-beta stimulated, 500 pg/mL final | Potency, µM (top dose mostly 46.1 µM), without a hit: at the top dose activity, negative = inhibition, most hits filed as inhibitors | 1.2% of 410,000 active | AID 588855; further: potency means the concentration at half of the fitted maximal effect; on the % scale 0 is the no-effect control and ±100 the full control effect; nearly all actives have a fitted effect of over 65% in size
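Cell-based qHTS in HEPG2 carrying a CAGA-GFP Smad reporter; compounds added before 500 pg/mL final TGF-beta, 18 h incubation at 37 degrees C, GFP fluorescence quantified per cell by imaging cytometry.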
Nrf2 activator – activators of Nrf2 (ARE) signaling. AREc32 ARE-luciferase reporter (MCF7-derived line), luminescence, 24 h. Potency, µM (highest dose often 46.1 µM), for inactives: at the highest dose activation, most hits filed as activators. 0.31% of 410,000 active. AID 624171; further: potency means the concentration at half of the fitted maximal effect; % of control where 0% means no effect; nearly all actives have a fitted effect of over 65% in size
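AREc32 cells carrying an ARE-driven firefly luciferase, 1000 cells/well in OPTI-MEM with 5% FBS, dosed after overnight attachment and incubated 24 hr at 37 deg C. Steady-Glo luminescence read after 30 min at RT.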
A549 tox – A549 cytotoxicity, counter-screen for Nrf2 inhibitors | AID 504648 | A549 ARE-Fluc cells, CellTiter-Fluor viability, 18-24 h | 0.16% of 390,000 active | Potency, µM (doses to about 46 µM), without a hit: at the top dose activity change, negative = cytotoxicity, most hits filed as inhibitors; further: potency means the concentration at half of the fitted maximal effect; on the % scale 0 is the no-effect control and ±100 the full control effect
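A549 ARE_Fluc cells in 5% FBS OPTI-MEM were exposed to compounds in concentration-response for 18-24 h at 37 deg C. Viability was read by CellTiter-Fluor fluorescence (Ex 405/Em 525) after 30 min, before the luciferase read.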
IL2 activator – IL-2 activation | IL-2 activation reporter assay, cell-based qHTS; stimulated with anti-CD3/CD4/CD28 beads; in transgenic mouse T cells | AID 652025 | 0.065% of 360,000 active | activation, % (series mostly up to about 46 µM); in the data active means activation above about 50%; inconclusive means mostly about 30% to 49%; further: 0% is about no effect
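Using fluorescent plate cytometry, EGFP and DsRed are detected in transgenic mouse T cells stimulated 18 h at 37 degrees C with antibody-coated beads after 60 min compound pretreatment.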
EPAC2 ag – activates human EPAC2 exchange factor. Q8WZA2. EPAC2 activation, biochemical qHTS; response scale: 100% = 6.5 mM cAMP response. Potency, µM (doses to about 154 µM), for inactives: at the highest dose activation, usual class: activators. 0.079% of 360,000 active. AID 720711; further: potency means the concentration at half of the fitted maximal effect; nearly all actives have a fitted effect of over 50% in size
Target sequence (Q8WZA2 whole entry, looked up): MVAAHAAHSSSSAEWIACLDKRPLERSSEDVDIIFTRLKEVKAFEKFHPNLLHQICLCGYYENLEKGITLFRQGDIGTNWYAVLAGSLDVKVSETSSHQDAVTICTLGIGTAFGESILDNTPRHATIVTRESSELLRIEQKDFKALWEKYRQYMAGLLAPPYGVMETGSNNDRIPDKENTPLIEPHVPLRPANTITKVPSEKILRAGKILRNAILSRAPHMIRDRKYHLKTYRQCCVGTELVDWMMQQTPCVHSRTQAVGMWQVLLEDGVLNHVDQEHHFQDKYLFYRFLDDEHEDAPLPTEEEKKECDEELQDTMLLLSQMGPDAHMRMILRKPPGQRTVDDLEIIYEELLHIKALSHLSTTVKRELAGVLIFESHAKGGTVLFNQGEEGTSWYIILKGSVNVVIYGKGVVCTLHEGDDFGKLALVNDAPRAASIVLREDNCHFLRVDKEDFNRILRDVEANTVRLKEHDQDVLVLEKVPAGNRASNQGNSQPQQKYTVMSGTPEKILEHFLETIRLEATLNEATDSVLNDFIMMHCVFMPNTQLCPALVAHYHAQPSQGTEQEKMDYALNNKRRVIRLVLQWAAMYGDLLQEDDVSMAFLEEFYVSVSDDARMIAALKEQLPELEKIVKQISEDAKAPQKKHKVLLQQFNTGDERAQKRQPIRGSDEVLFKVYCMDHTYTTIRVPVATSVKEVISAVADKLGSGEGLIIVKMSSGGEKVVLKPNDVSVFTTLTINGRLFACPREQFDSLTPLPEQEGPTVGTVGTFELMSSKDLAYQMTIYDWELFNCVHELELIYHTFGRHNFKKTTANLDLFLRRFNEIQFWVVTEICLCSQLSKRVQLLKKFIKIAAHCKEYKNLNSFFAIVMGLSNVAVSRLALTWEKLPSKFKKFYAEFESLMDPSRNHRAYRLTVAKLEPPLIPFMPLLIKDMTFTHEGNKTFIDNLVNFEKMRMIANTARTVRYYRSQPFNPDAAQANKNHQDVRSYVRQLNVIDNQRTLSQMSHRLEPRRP
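Fluorescence exchange assay: 100 nM EPAC2 with 250 nM RAP1B-BODIPY-GDP and 50 uM GDP; compounds tested as a concentration-titration series (qHTS). Loss of Rap1-bound BODIPY-GDP fluorescence read at 480/540 nm; data normalized to 6.5 mM cAMP.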
Nrf2 inh – blocks Nrf2 signaling; 2.1% of 360,000 active; AID 504444; A549 ARE-Fluc reporter, luciferase luminescence, 18-24 h; Potency, µM (doses to about 46 µM), for the others: at the highest dose activity change, negative = inhibition, actives largely listed as inhibitors; further: potency means the concentration at half of the fitted maximal effect; on the % scale 0 is the no-effect control and ±100 the full control effect; nearly all actives have a fitted effect of over 60% in size
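Reporter: ARE-Fluc in A549. Exposure: 18-24 h, 37 °C, 5% CO2, 5% FBS OPTI-MEM. Readouts: fluorescent cytotoxicity (CellTiter-Fluor), then luminescent Nrf2 signal after BugLite.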
ATXN2 expr inh – inhibitors of ATXN2 expression; Potency, µM (highest dose often 57 µM), without a hit: at the top dose activity change, negative = inhibition, actives largely listed as inhibitors; HEK-293 ATXN2-luciferase reporter, luminescence, 24 h; AID 1745845; 0.72% of 360,000 active; further: potency means the concentration at half of the fitted maximal effect; on the % scale 0 is the no-effect control and ±100 the full control effect; nearly all actives have a fitted effect of over 55% in size
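qHTS (up to 57 uM final) was run with 24 h compound exposure of reporter cells at 37 °C. Each well was multiplexed: SteadyGlo luminescence measured ATXN2-luciferase expression after a fluorogenic Gly-Phe-AFC viability readout (25 uM final).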
S2 tox – viability counter-screen for ATXN expression inhibitors | S2 cells (HEK-293 line with an ATXN2-luciferase reporter) viability, CellTiter-Fluor protease fluorescence, 24 h | 0.49% of 400,000 active | AID 651635 | Potency, µM (series often up to 56.7 µM), usual class: cytotoxic; further: potency means the concentration at half of the fitted maximal effect; nearly all actives have a fitted effect of over 40% in size
HepG2 viability – counter-screen for TGF-b inhibitors: cytotoxicity in HepG2 cells; AID 588856; Potency, µM (series often up to 46.1 µM), for inactives: at the highest dose activity change, negative = cytotoxicity, actives largely listed as cytotoxic; HepG2 CAGA-GFP viability, ATP luminescence, 18 h; 0.76% of 410,000 active; further: potency means the concentration at half of the fitted maximal effect; some results filed as inactive show a strong effect at the top dose
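CellTiter-Glo luminescence gave cytotoxicity after 18 hours at 37 degrees C. The cells were HepG2 CAGA-GFP in 1% FBS DMEM, stimulated with 500 pg/mL TGF-beta after compound addition. %Activity was normalised to no-cell wells (complete cell-killing) and DMSO (no toxicity), and curves were fitted and classified.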
Active calls of the source: *; i = inactive; ? = inconclusive; . = no result given; & = joins results of further samples; [ ] = dose if it differs, or a comment. Unless noted, the call rests on the fitted dose curve; in most records, active means well fitted curve in the direction sought with a large enough effect; inconclusive means small, poorly fitted or top-dose-only effect, or another doubt; inactive means no such curve, though single readings can be large; an effect the other way counts as inactive or inconclusive.

Under each structure – TGFb inhibitor, Nrf2 activator, A549 tox, IL2 activator, EPAC2 ag, Nrf2 inh, ATXN2 expr inh, S2 tox, HepG2 viability
- Cc1ccc(C(=O)CC(=O)c2ccccc2)cc1
    -2%, 15%, 1%, -0.7, 10%, ?, ., i, -9%
- COCCNC(=O)Cn1nc(C(F)(F)F)c(Cl)c1C
    -4%, 1.6%, -3%, 0.4, -16%, 17%, -5%, i, -32%
- CCCS(=O)(=O)N1CCCC(C(=O)NCc2ccc3c(c2)OCO3)C1 (stereo not given)
    6%, -0.4%, -6%, 0.6, 13%, 3%, -6%, i, -11%
- CC/C(=N/OC(=O)c1cccc(C)c1)C(=O)c1cccs1
    -3%, -0.2%, -10%, 0.7, 7%, 7%, -1%, i, 3%
- Cc1nnc2n(c1=O)C(CS(=O)(=O)c1ccc3ccccc3c1)CS2 (stereo not given)
    ?, -0.7%, 1%, 0.7, 9%, 17%, 12%, i, 3%
- Cc1cc(C(=O)CSc2nc(N)cc(=O)[nH]2)c(C)n1CCc1ccc(F)cc1
    5%, 9.1%, -11%, -0.4, 3%, ?, -22%, i, -41%
- COc1cc(F)ccc1-c1cc(C(=O)NCc2cccs2)[nH]n1
    18%, 8.8%, ., -0.3, 9%, ., 33%[activator], i, -10%
- COc1ccc(CCNC(=O)COC(=O)c2cccs2)cc1OC
    7%, 0.2%, 1%, 0.8, -2%, 13%, 4%, i, 0%
- Cc1nnc(NC2=NCCC2)o1
    -12%, 0.3%, -6%, -2.2, 7%, -6%, -7%, i, -1%
- Cc1cc(C)nc(NC(=O)c2ccc(COc3ccccc3Cl)cc2)c1
    -13%, 0.3%, -11%, -3.7, 6%, ?, ?, i, -26%
- O=C(CCc1nnc(COc2ccccc2)o1)NCCc1cccs1
    21%, -0.9%, 0%, -2.0, 9%, 1%, ., ?, -12%
- Cc1ccccc1OCC(=O)Nc1ccc(S(=O)(=O)N2CCOCC2)cc1
    15%, -0.1%, -1%, -1.7, 9%, ?, -11%, i, 3%
- CCOC(=O)[C@@H](CCc1ccccc1)N[C@H](C)C(=O)N1[C@H](C(=O)O)C[C@@H]2CCC[C@@H]21
    3%, 0.3%, 5%, 1.7, 2%, 7%, 3%, i, -31%
- Cc1c(S(=O)(=O)N2CCN(c3cccc(Cl)c3)CC2)c(=O)n(C)c(=O)n1C
    -4%, -0.1%, -1%, 1.7, 8%, 2%, -6%, i, 1%
- Cn1c(CNC(=O)CCNC(=O)c2ccccc2F)cc(=O)n(C)c1=O
    -11%, -0.3%, -8%, 0.8, 8%, -1%, -1%, i, 5%
- CCCc1nnc(SCC(=O)Nc2ccc(OCC)cc2)n1N
    11%, -0.1%, -3%, 0.4, 3%, -3%, -6%, ?, -1%
- C=CCc1ccc(OCCn2cncn2)c(OC)c1
    14%, -0.3%, -2%, -1.4, 5%, -25%, ., i, -1%
- Cc1cccc2cc(COC(=O)c3cccs3)c(=O)[nH]c12
    4%, 0.2%, 2%, -0.5, -4%, -3%, 3%, i, -2%
- OC(c1ccccc1)C(NCCNCc1ccccc1)c1ccccc1 (stereo not given)
    6%, 2.7%, 1%, 0.6, 6%, 1%, -17%, i, -4%
- O=C(Nc1ccc(F)cc1)c1cc(-c2ccccc2)no1
    1%, 0.3%, -14%, -1.5, 7%, -13%, ., i, -9%
- CCOc1ccc(-n2c(SCC(=O)Nc3ccc(Br)cc3)nc3n[nH]c(C)c3c2=N)cc1
    ?, 7.2%, -10%, -2.1, 3%, ?, ?, ?, -77%
- CC(=O)NCCNC(=O)C1(C)Cc2c(-c3cccc(C(N)=O)c3)ccnc2O1 (stereo not given)
    2%, -0.3%, ., 0.3, 13%, ., -2%, i, -14%
- COc1ncnc2c1cnn2-c1ccccc1
    -10%, 2.6%, 13%, -0.4, -6%, ?, 45%[activator], i, 1%
- NS(=O)(=O)c1ccc(CCNC(=O)c2cc([N+](=O)[O-])ccc2N2CCCCC2)cc1
    4%, -0.1%, -11%, 0.5, 9%, -2%, 7%, i, -4%
- COc1ccc(OCc2ccc(-c3nc(C#N)c(N4CCCCC4)o3)o2)cc1
    1%, 0.7%, 5%, ., ., ?, -12%, i, -27%
- COc1cccc(-c2ccc(=O)n(CC(=O)NCCN3CCOCC3)n2)c1
    1%, -0.5%, 16%, -1.7, 8%, 15%, -3%, i, -3%
- Cc1cccc(CN(C)C[C@@H]2OCc3cnnn3CCCC(=O)N([C@H](C)CO)C[C@H]2C)c1
    -4%, -0.2%, ., -0.2, 4%, ., 3%, i, -6%
- CCCNC(=O)C1(C)CCCN(Cc2cccc(Oc3ccccc3)c2)C1 (stereo not given)
    ?, -0.5%, ., 0.3, 9%, ., -12%, i, -34%
- COc1ccc(NC(=O)C(NS(=O)(=O)c2cccc3nsnc23)C(C)C)cc1OC (stereo not given)
    -6%, 0.5%, -1%, ., ., 9%, 8%, i, 8%
- CN(CCc1ccccc1)c1cc2c(c3c1ccn3C)C1CCC2C1 (stereo not given)
    -17%, 0.0%, ., 0.9, 10%, ., -18%, i, -10%
- CCOC(=O)C1CCN(CC(=O)Nc2c(C(=O)OC)[nH]c3ccc(Cl)cc23)CC1
    3%, 4.2%, -22%, 0.1, 9%, -18%, ?, ?, 2%
- CS(=O)(=O)c1ccc(-c2nnc(NC(=O)c3ccc(S(=O)(=O)N4CCCC4)cc3)o2)cc1
    ?, 0.0%, ?, -1.2, -6%, -7%, -5%, i, -13%
- CSc1cccc(N2C(=O)C3CCCN3C2=S)c1 (stereo not given)
    -1%, 2.3%, -2%, -0.2, 8%, 17%, 18%, i, -3%
- C#CCOCCOCCOCCNc1nc(N2CCOCC2)nc(N2CCN(C(=O)[C@H]([C@@H](C)CC)n3cc([C@@H](N)Cc4ccc(O)cc4)nn3)CC2)n1
    2%, -0.2%, ?, -0.4, 9%, -3%, -2%, ., -8%
- CCOC(=O)c1ccc(NC(=S)N2CCN(Cc3ccccc3)CC2)cc1
    0%, 4.1%, 13%, -0.7, 15%, 9%, -1%, ?, -9%
- CC1CC(NC(=O)c2cc3c(=O)n4ccccc4nc3n2C)CC(C)(C)C1 (stereo not given)
    3%, -0.2%, 16%, -1.7, -24%, 21µM*, -33%, ., -3%
- Cc1ccc(C)c2c1cc(C)c1nnc(SCC(=O)NCc3ccc4c(c3)OCO4)n12
    -23%, 0.3%, -6%, 0.4, -3%, -23%, -21%, i, -19%
- COc1cc2c(C(=O)N3CCOCC3)c(CSc3ccccc3)n(C)c2cc1Br
    ?, 2.0%, ?, -0.9, 5%, 26µM*, ?, i, -22%
- CSc1ncc(Cl)c(C(=O)Nc2ccc(S(=O)(=O)Nc3nccc(C)n3)cc2)n1
    -25%&21%, -1.1%&-0.7%, -8%&-5%, -1.7, 3%, -19%&-23%, -11%&-11%, i, -58%&-67%
- Cc1ccc(/C=N/NC(=O)Cc2ccc(Cl)cc2)c(O)c1
    ?, 0.1%, -6%, -1.4, 4%, 3%, ?, ?, -53%
- O=C(c1nc2ccc(Cl)cn2c1CN1CCC(CO)CC1)N1CCc2ccccc2C1
    5%, 0.0%, -3%, 0.1, -10%, 11%, -5%, ?, -5%
- Cc1c(NC(=S)N/N=C/c2ccc(O)cc2)c(=O)n(-c2ccccc2)n1C
    -23%, -0.2%, -4%, -0.6, 8%, -2%, 1%, i, 2%
- CC(C)(C)OC(=O)NCCCC[C@H](NC(=O)c1nc[nH]c1C(=O)N1CCN(C(=O)OC(C)(C)C)CC1)C(=O)OC(C)(C)C
    -4%, 0.5%, 2%, 0.0, -6%, -5%, 4%, i, -20%
- CC[C@]12c3[nH]c4ccccc4c3CCN1C(=O)C(CC(=O)NCCC1=CCCCC1)C[C@@H]2C(=O)N1CCN(C(=O)C2CC2)CC1 (stereo not given in full)
    -7%, 0.5%, -18%, -0.6, 4%, -18%, 12%, i, -6%
- COc1cccc(/C=N/NC(=O)CC2C(=O)NN=C2C)c1O (stereo not given)
    -16%, 2.9%, 10%, -2.2, 16%, 11%, 1%, i, -1%
- O=C(CSc1nc(-c2cccs2)nc2cc(=O)[nH]n12)Nc1ccccc1Cl
    -28%, ?, 1%, ., ., ?, 7%, i, -2%
- O=C(NNC1=Nc2cc([N+](=O)[O-])ccc2OC1)c1ccccc1Cl
    12%, 0.1%, 1%, -1.9, -4%, 0%, -10%, i, 2%
- CC(=Nc1cc(C(=O)c2ccccc2)ccc1N)C1=C(O)CC(C)(C)CC1=O
    0%, 2.3%, 0%, 0.8, -1%, 25%, 24%, i, -23%
- Cc1c(C(=O)N2CCN(C)CC2)oc2ccc(S(=O)(=O)N3CCOCC3)cc12
    -10%, -0.5%, 5%, -0.3, -1%, 8%, 2%, i, 2%
- O=C(CCCCCNc1nc(=S)[nH]c2ccccc12)NCCc1ccccc1
    -6%, 0.0%, -10%, -0.6, 9%, 4%, -10%, i, -15%
- CC(C)(C)N(Cc1ccccc1)C(=O)COC(=O)Cn1[nH]c(=O)c2ccccc2c1=O
    0%, -0.5%, ., -1.5, 3%, ., ., i, -13%
- CCc1sc(C(=O)Nc2ccc(NC(C)=O)cc2)cc1C
    -13%, 7.9%, 1%, -0.7, -4%, ?, 1%, i, 3%
- C#CC[N+](CC)(CC)CC#Cc1cccc(Cl)c1
    -3%, -0.4%, -17%, 0.2, -3%, 10µM*, -9%, i, -27%

An excerpt from above, reduced to Nrf2 inh, IL2 activator and S2 tox:
SMILES	Nrf2 inh	IL2 activator	S2 tox
Cc1cccc(CN(C)C[C@@H]2OCc3cnnn3CCCC(=O)N([C@H](C)CO)C[C@H]2C)c1	.	-0.2	i
CCCNC(=O)C1(C)CCCN(Cc2cccc(Oc3ccccc3)c2)C1 (stereo not given)	.	0.3	i

From PubChem BioAssay
